Screening data (PubChem BioAssay)
phage Ecoli inh: E. coli growth loss with phage present; growth absorbance; inhibition, % at 11.9 µM; 360,000 tested, 0.26% active; AID 651602; in the data active means inhibition above about 11%
CAL PDZ FP-1: CAL PDZ (human) peptide binding inhibition; Q9HD26; purified CAL PDZ, TMR-peptide fluorescence polarization, 1 h; inhibition, % at 24.9 µM; 300,000 tested, 0.92% active; AID 602252;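 active means mean inhibition of at least 30% with at least half of replicates also reaching 30%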;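 further: 0% = DMSO neutral control and 100% = excess unlabeled competitor peptide PRC23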
MITF act: MITF TRPM1 promoter activation in melanoma cells; SK-MEL-5 TRPM1-promoter luciferase, 24 h; % of positive control, neutral wells = 0; activation, % at 12.5 µM; 300,000 tested, 0.75% active;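 active means mean activation of at least 80% with every replicate also reaching 80%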;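 further: 0% = neutral control wells and 100% = parthenolide positive control wells; values of inactives mirror those of a sister screen read the other way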
CAL PDZ FP-2: human CAL PDZ-peptide interaction inhibition. Q9HD26. purified CAL PDZ, TMR-peptide fluorescence polarization, 1 h. inhibition, % at 20 µM. 330,000 tested, 0.02% active. AID 504414;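 active means highest replicate inhibition of at least 40%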;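 further: plate controls were DMSO neutral control wells for no effect and unlabeled competitor peptide control wells for full effect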
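Test system: purified CerCALP PDZ construct; Compound dosing: one concentration, 20 µM compound; Also added: TMR-labelled reporter peptide T*-PRC34 bound in PDZ groove; Read-out: inhibition from polarization loss; Controls: unlabelled peptide and DMSO controls; Signal: FP readout, S and P plane fluorescence; Incubation: 1 h at RT.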
SR-BI uptake up: activators of SR-BI mediated HDL lipid uptake; CHO ldlA[mSR-BI] cells, DiI-HDL uptake fluorescence, 3 h; 100 = double the neutral-control signal; activation, % at 12.5 µM; 320,000 tested, 0.096% active; AID 504775;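 active means mean replicate activation of at least 60% and every replicate at or above 60%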;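 further: 0% = median plate neutral-control signal and 100% = twice that signal; values of inactives mirror those of a sister screen read the other way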
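Test system: SR-BI-overexpressing, LDLR-lacking CHO cells. Measured by: DiI fluorescence, bottom read. Medium: Ham's F12 with 0.5% BSA, HEPES 25 mM, pH 7.4. Timing: 3 h uptake period with compound, 37 °C.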
Wnt bcat act: Wnt/beta-catenin pathway activation | Wnt/beta-catenin reporter cell assay, activator, plate reader | activation, % at 9.35 µM | 300,000 tested, 1.2% active | AID 743398; in the data active means activation above about 30%, passing the limit was not always enough;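 further: 0% = neutral control wells and 100% = positive control wells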
SR-BI HDL uptake: mouse SR-BI HDL lipid transfer inhibition. Q61009. ldlA[mSR-BI] CHO cells, DiI-HDL uptake fluorescence, 3 h. inhibition, % at 12.5 µM. 320,000 tested, 0.96% active. AID 488896;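 active means mean replicate inhibition of at least 70% and a set share of replicates each scoring 70 or more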;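 further: 0% = median of neutral control wells and 100% = median of positive control wells; values of inactives mirror those of a sister screen read the other way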
Target sequence (Q61009 whole entry, looked up): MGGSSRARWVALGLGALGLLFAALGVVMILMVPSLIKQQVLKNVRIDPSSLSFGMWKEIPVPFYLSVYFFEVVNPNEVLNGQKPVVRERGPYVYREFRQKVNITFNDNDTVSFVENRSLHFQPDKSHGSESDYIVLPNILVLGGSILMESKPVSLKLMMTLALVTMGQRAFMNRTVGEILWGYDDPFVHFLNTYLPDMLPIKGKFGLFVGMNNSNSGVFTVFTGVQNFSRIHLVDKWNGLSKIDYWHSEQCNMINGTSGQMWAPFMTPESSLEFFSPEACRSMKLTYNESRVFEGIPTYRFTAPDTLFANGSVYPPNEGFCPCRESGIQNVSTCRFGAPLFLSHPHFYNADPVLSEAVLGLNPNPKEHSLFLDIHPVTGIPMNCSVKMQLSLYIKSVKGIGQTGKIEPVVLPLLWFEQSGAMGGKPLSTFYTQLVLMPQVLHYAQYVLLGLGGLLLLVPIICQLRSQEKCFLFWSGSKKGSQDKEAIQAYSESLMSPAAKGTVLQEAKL
Ecoli viability: reduces bacterial viability in AddAB counter-screen | E. coli V3065 growth, OD600 absorbance, 18 h | AID 449728 | 330,000 tested, 0.27% active | inhibition, % at 11.9 µM;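 active means inhibition above the campaign's mean inhibition across all tested compounds plus 3 SD, cut at about 9.9% in these data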;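 further: uninfected addAB+ strain grown without phage in ampicillin broth; 0% = DMSO wells and 100% = ciprofloxacin 0.95 µg/ml wells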
AddAB inh: less growth of phage-infected E. coli with AddAB; inhibition, % at 11.9 µM; 330,000 tested, 0.29% active; E. coli expressing H. pylori AddAB, absorbance growth; in the data active means inhibition above about 12%;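 further: 0% = vehicle wells of infected cells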
Tat transport: blocks Tat-dependent protein export in E. coli. 340,000 tested, 0.036% active. inhibition, % at 10 µM. E. coli MC4100 TorA-mCherry Tat export, fluorescence;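 active means mean replicate inhibition at least 50% and at least half of replicates individually reaching 50%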;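 further: exported cargo escapes ClpAP degradation while cytoplasmic cargo is degraded and loses fluorescence; 0% = median of neutral control wells and 100% = median of NaSCN control wells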
Active calls of the source: *; . = no result given.

SMILES	phage Ecoli inh	CAL PDZ FP-1	MITF act	CAL PDZ FP-2	SR-BI uptake up	Wnt bcat act	SR-BI HDL uptake	Ecoli viability	AddAB inh	Tat transport
C=CCc1ccccc1OCC(CN1CCCCC1)OC(C)=O (stereo not drawn)	3.9	-14.3	-6.2	-0.5	0.9	.	-0.9	0.2	1.2	-0.5
O=S(=O)(c1ccc(F)cc1)N1CCN(C(=S)NCc2ccco2)CC1	3.9	1.4	-6.1	0.4	21.5	-2.7	-21.5	-1.7	1.7	-13.5
O=C(NC(=S)Nc1ccc(Cc2ccncc2)cc1)c1ccccc1	2.9	-3.6	19.5	-1.7	-1.7	-0.5	1.7	-0.3	2.1	-1.0
Cc1nnc(SCC(=O)c2c(N)n(Cc3ccccc3)c(=O)n(C)c2=O)n1C	-0.9	-5.5	0.4	-0.9	9.6	-3.8	-9.6	2.1	-0.7	1.0
CC(C)C(=O)NCCc1nc(-c2ccccc2)no1	3.4	0.4	40.8	1.0	11.8	4.8	-11.8	1.1	2.7	5.0
CC(=O)C1=C(O)C=C(c2ccco2)CC1c1ccco1 (stereo not drawn)	0.0	.	.	-0.1	0.4	1.6	-0.4	-1.9	-0.1	-8.5
COCCn1c(SCC(=O)N2CCOCC2)nc2c(c1=O)SCC2	-0.1	-2.3	-3.7	0.8	-4.5	-1.7	4.5	1.3	0.6	2.7
Cc1ccc(C(=O)NCC(=O)N2CCN(c3ccccc3)CC2)cc1	-0.1	-0.2	.	-0.4	-3.7	2.7	3.7	-0.5	3.4	-4.6
Cc1ccc(Cl)cc1NC(=O)CCS(=O)(=O)c1cccc2nonc12	2.1	-3.3	-9.8	-2.6	.	-2.8	.	0.1	0.0	2.0
Cc1ccccc1C(=O)Nc1ccnn1C1CCN(Cc2ccncc2)CC1	1.5	2.7	-19.0	-0.6	-0.4	-1.5	0.4	-1.0	1.0	-1.1
O=C(NCCc1ccccc1)C(=O)Nc1ccc([N+](=O)[O-])cc1	1.6	-6.6	10.3	-2.0	-1.3	1.5	1.3	0.3	0.3	-8.6
Cc1c(NC(=O)CN2C(=O)NC(CCc3ccccc3)C2=O)c(=O)n(-c2ccccc2)n1C (stereo not drawn)	2.1	-0.1	-11.9	0.5	8.2	-1.2	-8.2	0.3	0.2	-5.6
Cc1nn(C)c(C)c1NS(=O)(=O)c1ccccc1Cl	1.0	.	3.7	-0.6	39.9	-2.6	-39.9	-1.6	1.4	-3.1
CCCCNC(=O)N1CCC(CCC(=O)N(C)Cc2ccccc2)CC1	1.9	9.7	.	0.1	4.7	1.4	-4.7	-2.4	4.5	2.7
O=C(COC(=O)CNC(=O)c1ccc(Cl)cc1Cl)NCc1ccco1	3.2	-2.1	-2.4	-0.4	89.0*	-0.9	-89.0	1.3	1.9	2.9
CC(C)COC(=O)c1nnsc1NC(=O)Nc1ccccc1	1.6	-3.3	-24.3	-2.9	-37.5	-0.7	37.5	0.9	1.0	1.1
O=C(OCc1ccccc1Cl)c1cc([N+](=O)[O-])ccc1N1CCOCC1	1.8	-2.3	-12.3	-1.3	-45.3	1.0	45.3	-0.8	1.9	4.5
COc1cc(OC)c(C2=NOC(C(=O)NCCc3ccccc3)C2)cc1Cl (stereo not drawn)	2.0	-3.6	12.2	-1.0	-23.7	.	23.7	-0.4	1.5	2.5
COc1cc(/C=C2\C(C)=C(C#N)c3nc(N)c(C#N)c(C)c32)ccc1OCC(=O)O	1.4	-2.2	2.4	-1.5	.	9.6	.	0.7	0.7	-7.8
COc1ccc(CC(=O)OCc2nnc(C3COc4ccccc4O3)o2)cc1OC (stereo not drawn)	-0.6	2.0	.	-4.0	-9.6	-2.3	9.6	-0.9	3.4	1.8
CC1CCCCC1NC(=O)C1CCN(S(=O)(=O)c2cccc3nsnc23)CC1 (stereo not drawn)	-0.5	-0.8	8.1	-3.3	-2.3	.	2.3	0.6	2.8	-0.4
COc1ccc(C)cc1NC(=O)Cn1cnc2sc(C)c(S(=O)(=O)N3CCOCC3)c2c1=O	3.6	.	.	-1.6	27.6	-1.7	-27.6	0.6	2.0	6.5
Cc1ccc2c(c1)c(-c1ccccc1)nc1nnnn12	1.7	5.1	3.7	-0.8	-0.3	1.0	0.3	-2.3	-1.5	-7.5
O=S(=O)(c1ccc(Cl)cc1)c1cc(O)ccc1O	0.1	0.1	3.1	-0.7	5.9	-1.5	-5.9	4.9	3.3	-0.7
O=C1c2ccccc2C(=O)c2c1cccc2N1CCN(Cc2ccccc2)CC1	.	-3.0	.	1.1	-33.8	.	33.8	-1.6	4.4	2.2

Ordered by molar mass (descending): part of the list above.
SMILES	phage Ecoli inh	CAL PDZ FP-1	MITF act	CAL PDZ FP-2	SR-BI uptake up	Wnt bcat act	SR-BI HDL uptake	Ecoli viability	AddAB inh	Tat transport
COc1ccc(C)cc1NC(=O)Cn1cnc2sc(C)c(S(=O)(=O)N3CCOCC3)c2c1=O	3.6	.	.	-1.6	27.6	-1.7	-27.6	0.6	2.0	6.5
Cc1nnc(SCC(=O)c2c(N)n(Cc3ccccc3)c(=O)n(C)c2=O)n1C	-0.9	-5.5	0.4	-0.9	9.6	-3.8	-9.6	2.1	-0.7	1.0
COc1cc(OC)c(C2=NOC(C(=O)NCCc3ccccc3)C2)cc1Cl (stereo not drawn)	2.0	-3.6	12.2	-1.0	-23.7	.	23.7	-0.4	1.5	2.5
Cc1ccc(Cl)cc1NC(=O)CCS(=O)(=O)c1cccc2nonc12	2.1	-3.3	-9.8	-2.6	.	-2.8	.	0.1	0.0	2.0
Cc1ccccc1C(=O)Nc1ccnn1C1CCN(Cc2ccncc2)CC1	1.5	2.7	-19.0	-0.6	-0.4	-1.5	0.4	-1.0	1.0	-1.1
COCCn1c(SCC(=O)N2CCOCC2)nc2c(c1=O)SCC2	-0.1	-2.3	-3.7	0.8	-4.5	-1.7	4.5	1.3	0.6	2.7
CCCCNC(=O)N1CCC(CCC(=O)N(C)Cc2ccccc2)CC1	1.9	9.7	.	0.1	4.7	1.4	-4.7	-2.4	4.5	2.7
O=C(NC(=S)Nc1ccc(Cc2ccncc2)cc1)c1ccccc1	2.9	-3.6	19.5	-1.7	-1.7	-0.5	1.7	-0.3	2.1	-1.0
Cc1ccc(C(=O)NCC(=O)N2CCN(c3ccccc3)CC2)cc1	-0.1	-0.2	.	-0.4	-3.7	2.7	3.7	-0.5	3.4	-4.6
CC(C)COC(=O)c1nnsc1NC(=O)Nc1ccccc1	1.6	-3.3	-24.3	-2.9	-37.5	-0.7	37.5	0.9	1.0	1.1
CC(C)C(=O)NCCc1nc(-c2ccccc2)no1	3.4	0.4	40.8	1.0	11.8	4.8	-11.8	1.1	2.7	5.0

Other entries follow:
SMILES	phage Ecoli inh	CAL PDZ FP-1	MITF act	CAL PDZ FP-2	SR-BI uptake up	Wnt bcat act	SR-BI HDL uptake	Ecoli viability	AddAB inh	Tat transport
CN(CC(=O)NCc1ccc2c(c1)OCO2)S(=O)(=O)c1ccc(Br)s1	2.9	1.4	-1.4	-1.0	-6.7	0.7	6.7	-0.4	-0.2	-9.5
FC(F)(F)c1cc(C(F)(F)F)c2ccc(N3CCN(c4ccc(Cl)cc4)CC3)nc2n1	1.2	-2.9	.	-0.7	-6.4	4.6	6.4	0.8	1.5	-8.0
CCCc1nnc(SCC(=O)Nc2cccc(C(F)(F)F)c2)o1	1.7	.	-5.1	-0.7	.	0.9	.	-0.3	3.9	-9.7
Cc1noc(C(=O)N2CCN(c3ccc(F)cc3)CC2)c1Cl	0.8	.	-0.7	-2.4	13.5	-1.2	-13.5	1.8	-0.2	-0.3
O=C(c1cc2n(n1)C(C(F)(F)F)CC(c1ccco1)N2)N1CCN(c2ccccn2)CC1 (stereo not drawn)	1.3	-2.9	-13.7	-0.5	-44.9	-1.5	44.9	0.5	-1.4	3.3
COc1ccc(NC(=O)Cn2nnc(-c3ccccc3N)n2)cc1OC	0.2	2.9	-10.1	-1.6	2.4	.	-2.4	1.1	0.7	-14.1
CCN(CC)C(=O)/C(=C/c1cn(S(=O)(=O)N(C)C)c2ccccc12)NC(=O)c1ccc(OC)cc1	3.0	.	-3.0	-0.1	-87.9	-0.3	87.9*	-2.4	2.4	-4.7
CCN(CCn1cccn1)C(=O)CC1C(=O)NCCN1CCc1ccccc1 (stereo not drawn)	-2.0	0.0	12.6	-1.5	6.6	2.7	-6.6	-1.2	0.9	-3.8
CCOC(=O)c1c(NC(=O)COC(=O)Cc2n[nH]c(=O)c3ccccc23)sc(C(=O)NC)c1C	0.3	0.9	3.1	0.6	-69.5	-2.7	69.5	1.7	-0.7	-4.1
O=C(CCn1c(=O)oc2ccccc21)N1CCCCCC1	0.6	1.9	.	.	16.0	13.7	-16.0	1.9	0.9	2.3
Cc1cc(=O)oc2cc(OC(C)C(=O)O)c(Cl)cc12 (stereo not drawn)	0.5	0.3	6.6	-0.1	35.4	.	-35.4	-3.7	-1.8	9.1
CC(C)c1ccc(C(=O)NCCCNC(=O)c2cnccn2)cc1	-1.8	0.9	6.8	-1.5	.	-0.9	.	0.6	2.4	-7.0
CCN(CC)S(=O)(=O)c1cc(C(=O)O)ccc1Cl	1.2	1.9	15.6	-1.4	8.6	.	-8.6	-2.5	-1.5	-10.3
CC1Cc2cc(/C(O)=C3/C(=O)C(=O)N(CCCN4CCOCC4)C3c3ccc(C(C)C)cc3)ccc2O1 (stereo not drawn)	0.7	-4.1	-8.1	-2.2	12.2	0.0	-12.2	3.0	3.2	0.4
CC(C)C(=O)Nc1cccc(NC(=S)NC(=O)c2cccs2)c1	1.5	1.5	72.8	-2.4	-45.3	12.6	45.3	-0.4	-0.7	-4.5
Cc1c(NC(=O)CSC2=C(C#N)C(c3ccccc3F)CC(=O)N2)c(=O)n(-c2ccccc2)n1C (stereo not drawn)	0.6	-1.5	-0.5	0.4	-1.2	.	1.2	-2.2	2.7	-15.1
CCOC(=O)C1CCN(CC(C)(C)NS(=O)(=O)c2ccc(Cl)cc2)CC1	1.5	-7.1	4.5	-3.0	.	0.3	.	-0.8	1.9	2.1
CN1CCN(c2nc(N3CCN(c4ccccc4)CC3)ncc2F)CC1	2.1	-0.5	-1.8	-0.7	-24.9	-7.3	24.9	-0.2	1.9	-1.8
